12-LOX inh: ALOX12 (human) lipoxygenase inhibition; purified 12hLO, xylenol orange hydroperoxide absorbance; AID 1671190; Potency, µM (top dose mostly 108 µM), without a hit: at the highest dose activity change, negative = inhibition, most hits filed as inhibitors; P18054; hit rate 1.1% among 580,000; active means well fitted inhibition curve with a large enough effect; inconclusive means small, poorly fitted or top-dose-only effect, or another doubt; inactive means no such curve, though single readings can be large or run the other way
Target sequence (P18054 whole entry, looked up): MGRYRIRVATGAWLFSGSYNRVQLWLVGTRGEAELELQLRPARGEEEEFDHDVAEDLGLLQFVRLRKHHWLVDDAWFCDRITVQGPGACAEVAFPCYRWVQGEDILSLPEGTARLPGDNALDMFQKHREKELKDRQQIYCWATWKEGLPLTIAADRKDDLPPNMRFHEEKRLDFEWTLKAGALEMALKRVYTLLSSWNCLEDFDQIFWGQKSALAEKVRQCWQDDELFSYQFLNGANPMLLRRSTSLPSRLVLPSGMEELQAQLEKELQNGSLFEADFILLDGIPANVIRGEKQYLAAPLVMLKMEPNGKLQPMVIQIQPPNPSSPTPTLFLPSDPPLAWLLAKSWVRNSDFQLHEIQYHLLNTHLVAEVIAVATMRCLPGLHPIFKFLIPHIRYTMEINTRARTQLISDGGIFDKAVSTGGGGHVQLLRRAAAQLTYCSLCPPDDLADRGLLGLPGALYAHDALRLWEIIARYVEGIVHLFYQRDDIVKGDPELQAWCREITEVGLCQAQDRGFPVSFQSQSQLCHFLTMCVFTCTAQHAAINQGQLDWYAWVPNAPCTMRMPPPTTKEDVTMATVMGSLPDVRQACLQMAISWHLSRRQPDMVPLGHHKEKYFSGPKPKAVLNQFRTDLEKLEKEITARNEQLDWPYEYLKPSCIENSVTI
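Purified human 12hLO (150 nM final) in 25 mM Hepes, 0.01% Triton X-100, pH 7.0 was preincubated 15 min at room temperature with compound. Then 40 uM arachidonic acid was added, 30 min. Hydroperoxide was read by Fe-XO absorbance ratio 573/405 nm.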
* hit, by the source's call; ? = inconclusive; [ ] = remark or other dose. On the % scale 0 is the no-effect control and ±100 the full control effect; potency means the concentration at half of the fitted maximal effect.

12-LOX inh | canonical_smiles
-26% | O=C1CCC/C(=N/NC(=O)c2ccc(CSc3ccc(Cl)cc3)cc2)C1
? | O=c1[nH]c(-c2ccccc2)cn1C1CCN(Cc2ccc(-c3nc4ccc(Br)cc4nc3-c3ccccc3)cc2)CC1
22% | Cc1cc(C(=O)NC2CCN(C(=O)C3CC3)CC2)c2ccc(F)cc2n1
-15% | COc1cc(NC(=O)N2c3ccccc3CC2c2nc(C3CC3)no2)cc(OC)c1 (stereo not given)
? | Cc1c(Cl)cccc1NC(=S)NNC=O
-22% | Cn1c2ccc(Cl)cc2c2cc(Cl)ccc21
7% | COC(=O)[C@@H]1Cc2ncn(Cc3ccccc3)c2CN1S(=O)(=O)c1cccc(C(F)(F)F)c1
28µM* | CC(C)(C)c1ccc(/C=N/c2sc3c(c2C#N)CCCC3)cc1
? | CCN=C1NC(c2ccc(F)cc2)C(C(=O)OC)=C(C)N1Cc1cccc(C(F)(F)F)c1 (stereo not given)
-21% | Cc1cc2oc(C(=O)Nc3ccccc3Cl)cc(=O)c2cc1C
-5% | COc1ccc(NC(=O)COc2ncnc3ccccc23)c([N+](=O)[O-])c1
1% | Cc1ccc(C2CCCN2C(=O)c2cc(C)on2)cc1 (stereo not given)
0%[176 µM] | C[C@H]1[C@@H]2[C@H]3OC(=O)[C@H](C)C3CC[C@@]2(C)CC[C@@H]1NC(=O)c1ccncc1 (stereo not given in full)
10% | O=C(NCc1ccncc1)c1nc(-c2ccc3cc[nH]c3c2)no1
20% | COCC(=O)N1CCN(C(=O)c2cccnc2)C[C@@H]1C(=O)N[C@@H](Cc1ccc(OC)cc1)C(=O)OC
15%[176 µM] | CC1=NOC2(CCN(C(=O)c3ccccc3)CC2)C1
43%[activator] | CNC(=O)Cn1nc(C2CCN(C(=O)c3ccccc3F)CC2)c2c1CCOC2
22% | CCOc1ccccc1CN1CCNC(=O)C1CC(=O)N1CCCOCC1 (stereo not given)
34%[activator] | COCc1cc(=O)n(CC(=O)NCc2ccc(F)cc2)c(N2CCOCC2)n1
-1% | Cc1cc(C)c2oc(C(=O)Nc3cccc(Cl)c3C)cc(=O)c2c1
35%[activator] | COc1cccc(S(=O)(=O)N2CCC(Cc3nncn3C)CC2)c1
? | CC(=O)c1cccc(NC(=O)CCCN(c2cccc(Cl)c2)S(C)(=O)=O)c1
5% | CCN(C(=O)CCC(=O)N1CCc2nc3cc(-c4ccc(OC)cc4)[nH]n3c(=O)c2C1)c1ccccc1
-23% | COc1ccccc1CCn1cnc(-c2cccc(Br)c2)c1CC(C)C
-22% | Cc1ccccc1OCc1nnc(SCC(=O)c2ccc(Cl)cc2)n1C
36%[activator] | COc1ccc(-c2nc(C(=O)N3CCCCC3C)nn2-c2ccccc2Cl)cc1 (stereo not given)
-15%[57.4 µM] | Nc1ncnc2c1c(-c1cnc3[nH]ccc3c1)nn2C1CCCC1
-9% | NC(=O)CN1CCC(NC(=O)c2ccc(F)cc2)CC1
-5% | CC(C)(C)C(=O)N(Cc1ccc2cc[nH]c2c1)C1CC1
? | COc1ccc(NC2CCCN(C(=O)c3cn(CCCN)nn3)C2)cc1 (stereo not given)

Reprinted from the part before: 2 entries; new compounds follow.
12-LOX inh | canonical_smiles
-5% | CC(C)(C)C(=O)N(Cc1ccc2cc[nH]c2c1)C1CC1
? | COc1ccc(NC2CCCN(C(=O)c3cn(CCCN)nn3)C2)cc1 (stereo not given)
25% | CCN(CCOc1ccc(C#N)cc1)Cc1ccccc1
47%[activator] | COc1ccc(C(=O)N[C@@H]2CCC[C@@H]2C(=O)NCc2ccc(OC(F)(F)F)cc2)cc1
29% | CCCN(CC(=O)Nc1ccc(-c2ccccc2)cc1)Cc1nnc(-c2ccco2)o1
-1% | O=C([C@H]1C[C@H](Oc2ccccc2)CN1C(=O)CCc1ccccc1)N1CCOCC1
238%[activator] | COc1cccc(N2CCN(C(=O)c3cc4c(s3)CN(C3CCCC3)C4)CC2)c1
13% | COCCn1ncc(N2CCCC(CC(=O)NCCN3CCCC3)C2)cc1=O (stereo not given)
53%[activator] | O=C(NCCCN1CCCc2ccccc21)c1cccnc1N1CC2CC(C1)[C@H]1CCCC(=O)N1C2 (stereo not given in full)
39%[activator] | O=C(NCC1CC1)c1ccc(CN2C(=O)NC3(CCS(=O)(=O)CC3)C2=O)cc1
-11% | O=C(c1ccoc1)N1CCCN(c2cc(-c3ccc(Cl)cc3)[nH]n2)CC1
4% | O=C(CCC1CCCCC1)NCC1CCCO1 (stereo not given)
2%[176 µM] | COC(=O)C(=O)N1CC[C@H]2NC(=O)N(c3ccccc3)C(=O)[C@H]21
19% | COc1ccc(CNC(=O)C[C@@H]2CCNC[C@@H]2Cc2cc(CN(C)Cc3ccccc3)on2)cc1
17% | Cc1ccc(C(=O)OCc2nc(N)c3ccccc3n2)cc1
-1% | Cc1nc2ccc(C(=O)N3CCN(C(=O)CCC4CCCC4)CC3)cc2nc1C
? | O=C(CSC1=Nc2ccccc2C2=NC(c3ccccc3)C(=O)N12)Nc1cc(F)ccc1F (stereo not given)
? | C=C1N(S(=O)(=O)C(F)(F)F)CC[C@@]12c1ccccc1N(C)[C@@H]2c1cn(C)c2ccccc12
3% | COC(=O)C[C@H]1C=C[C@@H](NC(=O)NC2CCCCC2)[C@@H](CO)O1
21% | CS(=O)(=O)N1CCC2(CC1)CC(CC(=O)NCCCn1cccn1)CCO2 (stereo not given)
3% | CN(C)c1cccc(C(=O)NNC(=O)c2ccccc2F)c1
52%[activator] | CCN1C(=O)N(C2Cc3ccccc3C2)C(=O)C12CCN(Cc1cnn(-c3ccccc3)c1)CC2
24% | COc1ccc(C)cc1NC(=O)c1ccc2c(c1)C(O)CCCCCN2C (stereo not given)
-16% | COc1ccccc1NCC(=O)NC(C)(C#N)C(C)C (stereo not given)
-1% | O=C(Nc1ccc(Cl)cc1)N1CCC2(CC1)CCN(Cc1cccs1)c1ccccc1O2
15% | Cn1nccc1CCNC(=O)[C@H]1CNC[C@H](C(=O)N2CCOCC2)C1
45%[activator] | Nc1nccc(N2CCC3(CCC(=O)N(CC4CCCO4)C3)CC2)n1 (stereo not given)
-62% | Cc1ccc(S(=O)(=O)N2CCN(C(=O)COc3cccc(-n4cnnn4)c3)CC2)c(C)c1
-1%[176 µM] | CC1(C(=O)N2CCN(c3ccccn3)CC2)CCc2cnc(Nc3ccccc3)nc21 (stereo not given)
-5%[12.5 µM] | CC(C)NC(=O)N1CCn2c(nnc2C2CCCN2)C1 (stereo not given)
12% | Cc1ccc(-c2nn(CCC(=O)Nc3cccc4ccccc34)c(=O)c3ccccc23)cc1
13% | CN(C)CCNCC1CCCO1 (stereo not given)
43%[activator] | O=C(Cc1cccnc1)N1CCC(N2CC(OCC3CC3)C23CCCCC3)CC1 (stereo not given)
-3% | COc1ccc(CC(=O)N2CCC(Oc3ncccc3C(=O)N3CCCCC3)C2)cc1 (stereo not given)
32%[176 µM] | CS(=O)(=O)c1ccc(OCC2(CNC(=O)N3CCOCC3)C[C@@H](O)[C@@H](O)C2)cc1 (stereo not given in full)
38% | COc1cc(SC)ccc1C(=O)N[C@@H]1C=C(C(=O)N[C@@H](Cc2cccs2)C(N)=O)C[C@@H](O)[C@@H]1O
36% | COc1ccccc1CCC(=O)NC1CCN(c2cc(-c3ccccc3)[nH]n2)CC1
53%[activator] | Cc1cnc(CC2CCCN(S(=O)(=O)c3ccccc3)C2)n1CC1CC1 (stereo not given)
39%[activator][176 µM] | CN1CCN(C(=O)CC[C@@H]2CNC(=O)[C@@H]3C[C@H](NC(=O)c4ccccc4)CN23)CC1
12% | O=C(c1ccc2n[nH]nc2c1)N1C[C@H](CO)C[C@H](CN2CCOCC2)C1
35%[activator] | Cc1ccccc1CNC(=O)C1CCN(C(=O)c2ncn3c2COC(c2ccccc2)C3)CC1 (stereo not given)
43%[activator] | CN(Cc1cn(-c2ccccc2)nn1)Cc1ccccc1-n1cccn1
2% | CCC(C)NC(=O)Cc1csc2nc(C)c(-c3cc(C)n(-c4ccc(C(C)C)cc4)n3)c(=O)n12 (stereo not given)
? | COc1ccc(C(=O)Nc2oc3c(C)cccc3c(=O)c2-c2cc(OC)c(OC)c(OC)c2)cc1
27% | COc1ccc2[nH]c(C[C@@H]3C[C@@H](C(C)C)[C@H](CNC4CCN(C(C)=O)CC4)C=C3C)nc2n1
? | O=C(NCCC(c1ccccc1)c1ccccc1)c1n[nH]c(=O)c2ccccc12
-2%[12.5 µM] | CSc1ccc(-c2cccc(CN)c2)cc1
69%[activator] | CC(C)CCC(=O)N[C@@H]1CN(Cc2ccncc2)C[C@H]1CN(C)C
25% | CO[C@H]1C(=O)N(C(C)C)[C@H]1C1CCN(Cc2ccc(F)cc2F)CC1
4% | COc1ccc(Oc2c(C)oc3cc(OCC(=O)Nc4ccccc4F)ccc3c2=O)cc1
-11% | COc1ccc(-c2nc(C(=O)N3CCOCC3)nn2-c2ccccc2Cl)cc1
11% | CCCNC(=O)NC(C(N)=O)C(N)=O

Continuation:
12-LOX inh | canonical_smiles
9%[176 µM] | COc1ccc(-c2cc(C(=O)NCc3c(C)cc(C)[nH]c3=O)c3c(c2)N(C)CCO3)cc1
-7% | Cc1cc(Cl)ccc1NC(=O)c1cnc(-c2ccccc2)nc1-c1ccncc1
9% | COc1ccc(N2C(=O)CCS2(=O)=O)cc1S(=O)(=O)N1CCC(C)CC1
60%[activator] | Cc1cc(C)n2nc(C(=O)NCC3COc4ccccc4C3)cc2n1 (stereo not given)
-34% | Nc1ncccc1CN1CCC2(CC1)CC(c1ccccc1)C(=O)N(C1CC1)C2 (stereo not given)
-18% | Cc1c(C(=O)c2ccccc2)oc2cc(NC(=O)c3cccnc3)ccc12
7% | Cc1ccc(C)c(Cn2c(N3CCN(C/C=C/c4ccccc4)CC3)nc3c2c(=O)[nH]c(=O)n3C)c1
10% | CCN(C(=O)Cn1nc(Cc2ccncc2)c2ccccc2c1=O)c1cc(Cl)ccc1OC
5% | Cc1ccc2c(C)c(CCC(=O)Nc3ccc(F)c(Cl)c3)c(=O)oc2c1
-7%[176 µM] | COc1ccc2c(c1)CN(C(=O)C1CCCC1)CC[C@H]1COC(=O)N21
-14% | CC(C)(C)c1ccc(-c2cc(C[C@H]3CNCC[C@H]3CC(=O)N3CCN(c4ccc(F)cc4)CC3)no2)cc1
-5% | CCCCCCCCN1C(=O)[C@H](CC(=O)NCCCCc2ccccc2)C[C@@]2(C(=O)OC)CC(C)(C)CC=C12
77%[activator][176 µM] | Cn1ccc2c(C(=O)NCc3cccnc3)nc(-c3cccc4cc[nH]c34)cc21
2% | N#CC1(NC(=O)COC(=O)c2nn(Cc3ccccc3)c(=O)c3ccccc23)CCCCC1
? | COc1ccc(-c2cc(N3CCN(C(=O)Cc4ccc(Br)cc4)CC3)n[nH]2)cc1
54%[activator] | Cc1nonc1CN(C)C(=O)CC(c1ccccc1)c1ccc2c(c1)OCO2 (stereo not given)
-5% | CCOc1ccc(C(=O)NC2CCN(c3cc(-c4ccccc4)[nH]n3)CC2)cc1OCC
3% | O=C1CCC[C@@H]2C3CC(CN(C(=O)C4(c5ccccc5)CC4)C3)CN12 (stereo not given in full)
? | COc1cc(Cl)cc(CN2CCC3(CCCNC3)C2)c1OC (stereo not given)
? | CC(C)c1ccc(-c2nonc2NC(=O)c2cc(=O)c3cc(Cl)ccc3o2)cc1
19%[176 µM] | COc1cccc(Nc2ncc3c(n2)C(C)(C(=O)NCCN2CCOCC2)CC3)c1 (stereo not given)
-10%[57.4 µM] | N#Cc1ccc(CN2CC3(CCN(C(=O)c4cccc(F)c4)CC3)C2)cc1
76%[activator] | O=C(c1ccccc1)N1CCCC2(C1)Nc1cccnc1NC2=NC1CCCC1 (stereo not given)
-15% | O=C(O)c1ccc(N2CCOCC2)cc1
-15% | CCOc1cccc(C(=O)NCc2nc(-c3cccs3)no2)c1
12% | Cc1noc(C)c1CC(=O)N1CCc2c(c(-c3nncn3C)nn2C)C1
2% | COc1ccccc1C(=O)N/C(=C\c1ccccc1)C(=O)O
0% | CC(C)COC(=O)c1nc2ccccc2nc1NCc1ccc2c(c1)OCO2
? | COCCN1C(=O)C(=O)/C(=C(/O)c2ccc3c(c2)OCCO3)C1c1cccc(O)c1 (stereo not given)
-26% | COc1cccc(-c2nccc(N(C)Cc3ccco3)n2)c1

Reprinted from the entries so far for reference:
12-LOX inh | canonical_smiles
19%[176 µM] | COc1cccc(Nc2ncc3c(n2)C(C)(C(=O)NCCN2CCOCC2)CC3)c1 (stereo not given)
-10%[57.4 µM] | N#Cc1ccc(CN2CC3(CCN(C(=O)c4cccc(F)c4)CC3)C2)cc1
76%[activator] | O=C(c1ccccc1)N1CCCC2(C1)Nc1cccnc1NC2=NC1CCCC1 (stereo not given)
-15% | O=C(O)c1ccc(N2CCOCC2)cc1
-15% | CCOc1cccc(C(=O)NCc2nc(-c3cccs3)no2)c1

Later entries.
12-LOX inh | canonical_smiles
7% | CC(=O)N1CCN(c2nc3c(s2)CC(C(=O)Nc2cc(F)cc(F)c2)CC3)CC1 (stereo not given)
40µM* | CCCCCCCCCCSCCC(=O)O
? | Cc1ccc(C)c(NC(=O)C(C)SCCO)c1 (stereo not given)
43% | CC(=O)N1C[C@@H](C(=O)N2CCN(c3ncccn3)CC2)[C@H](c2nc(C)no2)C1
? | Cc1cc(C=O)cc(C)c1OCc1ccccn1

Four entries from above, tab-delimited:
smiles	12-LOX inh
COc1cc(SC)ccc1C(=O)N[C@@H]1C=C(C(=O)N[C@@H](Cc2cccs2)C(N)=O)C[C@@H](O)[C@@H]1O	38%
COc1ccccc1CCC(=O)NC1CCN(c2cc(-c3ccccc3)[nH]n2)CC1	36%
Cc1cnc(CC2CCCN(S(=O)(=O)c3ccccc3)C2)n1CC1CC1 (stereo not given)	53%[activator]
CN1CCN(C(=O)CC[C@@H]2CNC(=O)[C@@H]3C[C@H](NC(=O)c4ccccc4)CN23)CC1	39%[activator][176 µM]

Screens from PubChem.

Some of the compounds tested; the hit share may differ from the screen's.
